High-throughput results from PubChem.
ATXN2 expr inh = reduces ATXN2 reporter expression in HEK-293 cells. Potency, µM (top dose mostly 57 µM), without a hit: at the highest dose activity change, negative = inhibition, usual class: inhibitors. HEK-293 ATXN2-luciferase reporter, luminescence, 24 h. actives 0.72% (n = 360,000); further: on the % scale 0 is the no-effect control and ±100 the full control effect; nearly all actives have a fitted effect of over 55% in size
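qHTS (up to 57 uM final) was run with 24 h compound exposure of reporter cells at 37 °C. Each well was multiplexed: SteadyGlo luminescence measured ATXN2-luciferase expression after a fluorogenic Gly-Phe-AFC viability readout (25 uM final).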
EPAC2 antagonist = antagonists of human EPAC2; EPAC2 GEF exchange of Rap1B-BODIPY-GDP, fluorescence; Q8WZA2; Potency, µM (titrated, usually from 114 µM), for the others: top-dose activity, negative = inhibition, hits mostly inhibitors; actives 0.18% (n = 360,000); further: on the % scale 0 is the no-effect control and ±100 the full control effect; nearly all actives have a fitted effect of over 45% in size; many of its hits are not listed in these tables
Target sequence (Q8WZA2 whole entry, looked up): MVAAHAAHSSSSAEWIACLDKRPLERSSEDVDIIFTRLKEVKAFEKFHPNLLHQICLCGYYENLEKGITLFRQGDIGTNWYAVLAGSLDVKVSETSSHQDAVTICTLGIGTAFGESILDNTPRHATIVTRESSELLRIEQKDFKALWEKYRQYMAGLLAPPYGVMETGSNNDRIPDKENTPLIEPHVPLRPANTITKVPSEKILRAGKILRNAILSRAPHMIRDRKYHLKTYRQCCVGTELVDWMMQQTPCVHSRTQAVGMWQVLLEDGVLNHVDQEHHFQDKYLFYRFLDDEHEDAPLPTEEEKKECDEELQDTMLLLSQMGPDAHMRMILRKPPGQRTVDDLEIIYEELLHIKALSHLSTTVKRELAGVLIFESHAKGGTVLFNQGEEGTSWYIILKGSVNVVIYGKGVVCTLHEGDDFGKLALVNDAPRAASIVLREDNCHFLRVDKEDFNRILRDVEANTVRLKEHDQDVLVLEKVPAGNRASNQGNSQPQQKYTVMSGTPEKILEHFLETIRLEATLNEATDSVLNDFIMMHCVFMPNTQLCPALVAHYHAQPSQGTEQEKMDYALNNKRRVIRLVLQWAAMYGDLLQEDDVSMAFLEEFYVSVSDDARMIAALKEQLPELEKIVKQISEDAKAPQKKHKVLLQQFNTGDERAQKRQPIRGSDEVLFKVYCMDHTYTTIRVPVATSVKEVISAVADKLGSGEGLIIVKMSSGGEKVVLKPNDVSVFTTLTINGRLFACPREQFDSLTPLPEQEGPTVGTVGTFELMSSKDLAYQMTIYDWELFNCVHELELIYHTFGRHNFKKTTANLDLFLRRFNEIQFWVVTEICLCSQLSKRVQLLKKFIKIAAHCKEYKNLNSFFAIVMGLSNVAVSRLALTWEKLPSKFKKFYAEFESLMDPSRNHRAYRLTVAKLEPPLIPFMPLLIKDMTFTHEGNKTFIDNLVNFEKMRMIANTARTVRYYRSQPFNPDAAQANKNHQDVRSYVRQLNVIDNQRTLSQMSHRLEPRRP
TGFb SMAD3 inh = blocks TGF-b signaling | HepG2 CAGA-GFP TGF-b/SMAD3 reporter, GFP fluorescence, 18 h; TGF-beta stimulated, 500 pg/mL final | Potency, µM (top dose mostly 46.1 µM), for the others: at the top dose activity, negative = inhibition, actives largely listed as inhibitors | actives 1.2% (n = 410,000) | AID 588855; further: on the % scale 0 is the no-effect control and ±100 the full control effect; nearly all actives have a fitted effect of over 65% in size
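Read-out: total well GFP (ex488/em500-530) summed from mean per-cell fluorescence. Cells: HEPG2 CAGA-GFP, 1% FBS DMEM, 18 h at 37 degrees C with 500 pg/mL final TGF-beta. Unstimulated wells served as the full-inhibition control; stimulated DMSO wells = 0%.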
ATXN viability = reduces viability in counter-screen for ATXN expression inhibitors; S2 cells (HEK-293 line with an ATXN2-luciferase reporter) viability, CellTiter-Fluor protease fluorescence, 24 h; Potency, µM (titrated, usually from 56.7 µM), most hits filed as cytotoxic; actives 0.49% (n = 400,000); further: nearly all actives have a fitted effect of over 40% in size
HepG2 tox = kills HepG2 cells in TGF-b inhibitor counter-screen; HepG2 CAGA-GFP viability, ATP luminescence, 18 h; Potency, µM (doses to about 46.1 µM), without a hit: top-dose activity change, negative = cytotoxicity, most hits filed as cytotoxic; actives 0.76% (n = 410,000); further: some results filed as inactive show a strong effect at the top dose
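CellTiter-Glo luminescence gave cytotoxicity after 18 hours at 37 degrees C. The cells were HepG2 CAGA-GFP in 1% FBS DMEM, stimulated with 500 pg/mL TGF-beta after compound addition. %Activity was normalised to no-cell wells (complete cell-killing) and DMSO (no toxicity), and curves were fitted and classified.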
Nrf2 activator = activates Nrf2 signaling; actives 0.31% (n = 410,000); Potency, µM (titrated, usually from 46.1 µM), for inactives: top-dose activation, usual class: activators; AID 624171; AREc32 ARE-luciferase reporter (MCF7-derived line), luminescence, 24 h; further: % of control where 0% means no effect; nearly all actives have a fitted effect of over 65% in size
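Reporter line AREc32 (ARE-Fluc), seeded overnight in OPTI-MEM with 5% FBS; compound pin-transferred, 24 hr at 37 deg C, 5% CO2; luminescent read-out.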
MCF10A rereplic = inducers of DNA re-replication in MCF 10A breast cells; actives 2.9% (n = 350,000); AID 624296; MCF 10A DNA re-replication, Hoechst nuclear intensity, 48 h; Potency, µM (top dose mostly 46.1 µM), for the others: at the highest dose activity, positive = re-replication, actives largely listed as activators; further: % of control where 0% means no effect; nearly all actives have a fitted effect of over 50% in size
Nrf2 inh = blocks Nrf2 signaling; A549 ARE-Fluc reporter, luciferase luminescence, 18-24 h; Potency, µM (doses to about 46 µM), for inactives: at the top dose activity change, negative = inhibition, usual class: inhibitors; actives 2.1% (n = 360,000); AID 504444; further: on the % scale 0 is the no-effect control and ±100 the full control effect; nearly all actives have a fitted effect of over 60% in size
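In this cell-based qHTS, ARE-driven firefly luciferase in A549 cells reports Nrf2 activity; the luminescent signal after BugLite lysis is the measured value, with a prior CellTiter-Fluor read for cell health.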
A549 tox = A549 cytotoxicity, counter-screen for Nrf2 inhibitors; A549 ARE-Fluc cells, CellTiter-Fluor viability, 18-24 h; Potency, µM (series often up to 46 µM), for the others: at the top dose activity change, negative = cytotoxicity, most hits filed as inhibitors; actives 0.16% (n = 390,000); further: on the % scale 0 is the no-effect control and ±100 the full control effect
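A549 ARE_Fluc cells in 5% FBS OPTI-MEM were exposed to compounds in concentration-response for 18-24 h at 37 deg C. Viability was read by CellTiter-Fluor fluorescence (Ex 405/Em 525) after 30 min, before the luciferase read.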
The depositor's hits bear a star; i = inactive; ? = inconclusive; . = no result given; & = joins results of further samples; [ ] = remark or other dose. The call rests on the fitted dose curve; in most records, active means well fitted curve in the direction sought with a large enough effect; inconclusive means small, poorly fitted or top-dose-only effect, or another doubt; inactive means no such curve, though single readings can be large; an effect the other way counts as inactive or inconclusive. Potency means the concentration at half of the fitted maximal effect. Some of the compounds tested; the hit share may differ from the screen's.

SMILES	ATXN2 expr inh	EPAC2 antagonist	TGFb SMAD3 inh	ATXN viability	HepG2 tox	Nrf2 activator	MCF10A rereplic	Nrf2 inh	A549 tox
O=C(Nc1nc2n(n1)C(c1ccc(Cl)cc1)CC(c1ccc(Cl)cc1)N2)c1ccco1 (stereo not drawn)	-13%	-25%	?	i	-42%	20%	?	?	-25%
O=C(OCc1ccc(Cl)cc1)c1ccccc1C(=O)c1ccccc1	21%	-9%	-4%	i	-19%	0.3%	253%[0.0737 µM]	3%	-5%
COc1ccccc1-c1ccc(=O)n(CC(=O)Nc2ccc(C(=O)N3CCCC3)cc2)n1	2%	-2%	-19%	i	5%	1.0%	2%	.	-1%
CCN(c1ccc(OC)cc1)S(=O)(=O)c1c(C(=O)N2CCCCCC2)c(C)n(C)c1C	4%	.	7%	i	1%	-0.9%	.	4%	-6%
CCCCNC(=O)C1(C)CCN1C(=O)c1ccc2c(c1)CCO2 (stereo not drawn)	-1%	4%	-6%	i	-25%	0.1%[9.22 µM]	.	.	.
CCOC(=O)c1c(C)[nH]c(C)c1C(=O)COC(=O)Cc1n[nH]c(=O)c2ccccc12	-4%	10%	-1%	i	2%	0.1%	-4%	-15%	0%
O=C(O)c1cccc(CSc2nnc(COc3ccccc3)o2)c1	-24%	-2%	?	i	-4%	-2.0%	0%	.	3%
O=C1NC(=S)NC1=Cc1ccco1	-4%	-26%	12%	i	0%	3.0%	-42%	-4%	-1%
CSc1ccc(-c2cccc([N+](=O)[O-])c2)nn1	10%	-1%	-12%	i	-3%	7.8%	-4%	?	0%
COc1ccc(-c2noc(CN(C)S(=O)(=O)c3ccccc3)n2)cc1OC	15%	-2%	48%[activator]	i	31%	-0.1%	4%	.	1%
O=C(COc1ccc(F)cc1Br)Nc1ccccc1N1CCCC1	.	?	0%	i	-21%	1.0%	.	.	.
O=C(CSc1nc2[nH]ncc2c(=O)[nH]1)Nc1cccc(Cl)c1	5%	13%	8%	i	9%	0.2%	-11%	-6%	1%
Cn1nnnc1SCCNCc1ccc(OCc2ccc(Cl)cc2)cc1	-29%	.	?	?	6.3µM*	4.9%	.	?	1%
COc1ccccc1NCN1C(=O)CCC1=O	3%	-5%	8%	i	3%	-0.4%	-3%	5%	5%
CCN1/C(=C/C=C/c2sc3ccccc3[n+]2CC)Sc2ccccc21	7.1µM*	-6%	?	11µM*	-32%	-0.6%	-6%&-20%	1.3µM*	-5%
CCc1cccc(NC(=O)CN(c2ccc(C)c(C)c2)S(=O)(=O)c2ccsc2C(=O)OC)c1	1%	.	5%	i	1%	-0.1%	.	3%	2%
Cc1cn2c(=O)cc(COC(=O)COc3ccccc3C)nc2s1	3%	.	-12%	i	-3%	0.4%	.	27%	4%
Cc1cc(=O)[nH]c(SCC(=O)Nc2cc(S(=O)(=O)N(C)C)ccc2Cl)n1	.	9%	1%	i	8%	-0.4%	0%	-12%	-2%
COc1ccc(C(C(=O)NC2CCCC2)N(Cc2ccco2)C(=O)c2snc(C(N)=O)c2N)cc1OC (stereo not drawn)	0%	4%	10%	i	5%	-0.5%	0%	-12%	0%
N#Cc1cccc(C(=O)Nc2cccc(S(=O)(=O)N3CCCC3)c2)c1	41%[activator]	1%	-23%	i	-13%	-0.5%	1%	-9%	-16%
COc1cccc(CNS(=O)(=O)c2cccc(S(=O)(=O)N3CCOCC3)c2)c1	0%	-3%	8%	i	1%	-0.5%	-8%	11%	-1%
Cc1ccccc1CSc1nc2cccnc2n1Cc1ccc(C(=O)NC2CC2)cc1	.	.	-12%	.	-50%	5.8%	.	?	-7%
CC1(c2ccc(OC(F)F)cc2)NC(=O)N(CC(=O)NC2CCCC2)C1=O (stereo not drawn)	-5%	0%	2%	i	5%	0.1%	6%	10%	3%
COc1ccc(S(=O)(=O)N(C)C)cc1NC(=O)CCCSc1ccccc1	-16%	-3%	5%	i	11%	0.3%	-6%	10%	9%
O=C(c1ccc2c3n(nc2c1)-c1ccc(Cl)cc1CO3)N1CCOCC1	29%	3%	-32%	i	-41%	3.9%	11%	?	-5%

Compound profiles, from the list above. Values in the order: ATXN2 expr inh	EPAC2 antagonist	TGFb SMAD3 inh	ATXN viability	HepG2 tox	Nrf2 activator	MCF10A rereplic	Nrf2 inh	A549 tox
O=C(COc1ccc(F)cc1Br)Nc1ccccc1N1CCCC1 across the screens: .	?	0%	i	-21%	1.0%	.	.	.
Cc1cn2c(=O)cc(COC(=O)COc3ccccc3C)nc2s1 across the screens: 3%	.	-12%	i	-3%	0.4%	.	27%	4%

Taken from the entries so far, two compounds:
SMILES	ATXN2 expr inh	EPAC2 antagonist	TGFb SMAD3 inh	ATXN viability	HepG2 tox	Nrf2 activator	MCF10A rereplic	Nrf2 inh	A549 tox
O=C(Nc1nc2n(n1)C(c1ccc(Cl)cc1)CC(c1ccc(Cl)cc1)N2)c1ccco1 (stereo not drawn)	-13%	-25%	?	i	-42%	20%	?	?	-25%
O=C(OCc1ccc(Cl)cc1)c1ccccc1C(=O)c1ccccc1	21%	-9%	-4%	i	-19%	0.3%	253%[0.0737 µM]	3%	-5%

Carrying on:
SMILES	ATXN2 expr inh	EPAC2 antagonist	TGFb SMAD3 inh	ATXN viability	HepG2 tox	Nrf2 activator	MCF10A rereplic	Nrf2 inh	A549 tox
O=C(NC(=S)Nc1ccccc1)c1csnn1	-5%	5%	-16%	i	-8%	3.9%	?	11%	-3%
OC1COCOC1C(O)C1OCOCC1O (stereo not drawn)	-3%	0%	4%	i	4%	0.5%	-20%	0%	-3%
COc1cccc(/C=N/NC(=O)c2ccccc2NC(=O)c2ccco2)c1OC	.	?	5%	i	5%	5.3%	-1%	?	-7%
COc1ccc(-c2nc3ccc(C)cn3c2Nc2ccc3c(c2)OCO3)cc1	24%	.	-7%	i	-4%	-0.7%	.	3%	3%
CCCCN(C(=O)c1ccc(-n2nc(C)cc2C)cc1)c1c(N)n(CCC)c(=O)[nH]c1=O	10%	5%	-4%	i	4%	0.0%	-1%	4%	-8%
CC1(C)CC(=O)C(C=NCCN2CCN(C3CC(=O)N(c4ccc(Br)cc4)C3=O)CC2)=C(O)C1 (stereo not drawn)	-19%[11.3 µM]	1%	2%	i	0%	0.2%	-2%	0%	-3%
CCN(CCc1ccccc1)c1ccc2c(c1)C1CC2CCN1C(=O)OCc1ccccc1 (stereo not drawn)	28%	6%	-20%	i	0%	-0.9%	-39%[inhibitor]	27%	-6%
O=C(COC(=O)CNS(=O)(=O)c1cc(C(F)(F)F)ccc1Cl)NC1CC1	.	-1%	1%	i	-3%	-0.4%	1%	-18%	13%
N=C1/C(=C\c2ccc(OC(=O)c3ccc(F)cc3)cc2)C(=O)N=C2SC(N3CCOCC3)=NN12	.	27%	-10%	i	-9%	1.3%	5%	?	1%
O=C(Nc1ccccc1)/C(=C\c1ccccc1)NC(=O)c1ccco1	-17%	-8%	36%[activator]	i	8%	0.6%	?	3%	1%
CCN(CC)CCNC(=O)C1c2cc(OC)c(OC)cc2C(=O)N(C)C1c1cccs1 (stereo not drawn)	2%[11.3 µM]	18%	-1%	i	-2%	0.3%	-2%	8%	2%
CC1=CCn2c(=O)c3ccccc3c(=O)n2C1	-2%	-2%	0%	i	-4%	-1.2%	2%	-1%	-3%
Cc1noc(C(=O)Nc2ccc(C#N)cc2)c1Cl	4%	-1%	-4%	i	-5%	-0.3%	0%	?	1%
CS(=O)(=O)N(Cc1ccc(F)cc1)Cc1nc2ccccc2c(=O)[nH]1	3%	3%	-8%	i	6%	0.0%	0%	-16%	-5%
O=C(O)CC1(CC(=O)Nc2ccc3ccccc3c2)CCCCC1	2%	8%	-22%	i	-2%	-0.4%	13%	-28%	-3%
NS(=O)(=O)c1ccc(CCNc2ccnc3cc(Cl)ccc23)cc1	-22%	0%	-7%	i	-10%	-0.3%	0%	?	4%
Cc1cccnc1NC(=S)Nc1ccc(Cl)c(Cl)c1	.	0%	-15%	i	-10%	-0.5%	?	?	7%
COCCn1c(SC2CCCCC2=O)nnc1-c1ccncc1 (stereo not drawn)	-3%	0%	27%	.	-2%	-0.8%	-3%	1%	0%
O=C(CNC(=O)c1ccccc1F)OCn1nnc2ccccc2c1=O	5%	1%	4%	i	1%	-0.4%	4%	-6%	1%
Cc1cc(NC(=O)CSc2nnc(CNC(=O)c3ccccc3)o2)no1	-1%	15%	2%	i	-28%	-0.3%	6%	2%	-12%
O=C(NNC(=O)c1ccc(Br)o1)c1ccc(NC(=O)c2ccccc2)cc1	?	-6%	?	?	-1%	0.1%	?	10%	0%
CC(C)(C)NCC(O)COc1ccccc1C(=O)CCc1ccccc1 (stereo not drawn)	?	-15%	?	?	-44%	12%	11%	-12%	?
Cc1ccc(/C=C(\C#N)c2nc3ccccc3[nH]2)s1	6%	0%	-4%	i	-2%	0.8%	15%	?	-19%
CCn1cc(C(=O)N2CCN(c3ccc(F)cc3)CC2)c(=O)c2cc(S(=O)(=O)N3CCOCC3)ccc21	-11%	.	?	i	-22%	-0.5%	.	-29%	5%
CCOc1ccccc1NC(=O)Cn1c(=O)n(CCCC(=O)NCc2ccc(C)cc2)c(=O)c2ccccc21	7%	.	2%	i	6%	0.3%	.	-3%	-3%

The list continues.
SMILES	ATXN2 expr inh	EPAC2 antagonist	TGFb SMAD3 inh	ATXN viability	HepG2 tox	Nrf2 activator	MCF10A rereplic	Nrf2 inh	A549 tox
Cc1cc(OCC(=O)NCC(c2cccs2)N2CCOCC2)ccc1C(C)C (stereo not drawn)	-22%	-13%	?	i	-7%	0.3%	-24%	?	-10%
CC1(C)Cc2ccccc2C(Nn2cnnc2)=N1	4%	-2%	-14%	i	7%	0.1%	22%	9%	1%
O=C(COC(=O)c1ccc(Br)o1)Nc1cccc(S(=O)(=O)N2CCOCC2)c1	2%	-2%	5%	?	10%	0.1%	-16%	-5%	-1%
CC(=O)c1sc(NC(=O)c2ccc(C(C)(C)C)cc2)nc1C	83%[activator][11.3 µM]	6%	4%	?	2%	-0.4%	2%	?	0%
Cc1cc(C(=O)N2CCC(Cc3ccccc3)CC2)no1	-7%	14%	-26%	i	-25%	-0.6%	21%	-7%	0%
COc1ccc(NC(=O)Cc2c(F)cccc2Cl)cc1	0%	1%	0%	i	0%	0.9%	5%	14%	6%
